ERK EGF inh – blocks ERK signaling stimulated by EGF; HEK293-V1b, EGF-stimulated phospho-ERK AlphaScreen; Potency, µM (titrated, usually from 11.5 µM), for the others: at the highest dose activity change, negative = inhibition, hits mostly inhibitors; hit rate 0.41% among 130,000; active means well fitted inhibition curve with a large enough effect; inconclusive means small, poorly fitted or top-dose-only effect, or effect the other way;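 further: plate controls were stimulated vehicle wells for no effect and unstimulated vehicle basal for full effect; nearly all actives have a fitted effect of over 55% in size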
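Compounds are titrated over HEK293-V1b cells kept overnight in 1% FBS. After 30 min at 37C, EGF (25 nM final) triggers ERK phosphorylation for 5 min, measured by AlphaScreen in lysates.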
An asterisk follows results filed as active; ? = inconclusive; [ ] = dose if it differs, or a comment. Potency means the concentration at half of the fitted maximal effect. A portion of the library; count on the stated rates, not on these rows.

canonical_smiles | ERK EGF inh
O=C(NCc1ccc2c(c1)OCO2)C1COc2ccccc2O1 (stereo not drawn) | 5%
Cc1ccc2[nH]c3c(c2c1)CN(C(=O)CN1CCSCC1)CC3 | -7%[57.5 µM]
O=C1c2ccccc2CN1CCSC(=S)N1CCOCC1 | -6%
O=C(NCc1csc(-c2cccs2)n1)c1ccccc1 | -11%[57.5 µM]
COC(=O)c1ccccc1NC(=O)CCCn1nc([N+](=O)[O-])c(Br)c1C | -6%
O=C(c1ccc([N+](=O)[O-])c(CS(=O)(=O)c2ccc(Cl)cc2)c1)N1CCCCC1 | 11%
Cc1cc(OCC(O)CNC(C)(C)C)ccc1Cl (stereo not drawn) | 7%
COc1ccc(-c2nc3ccccc3s2)cc1NC(C)=O | 2%
O=C(N=Nc1c(O)n(Cc2ccccc2)c2ccccc12)c1ccncc1 | ?
CCOc1ccc(N(C(C)C(=O)Nc2cccnc2)S(C)(=O)=O)cc1 (stereo not drawn) | -3%
CNC(=O)C1(C)C=CC2(CCCCC2)N1C(=O)OC (stereo not drawn) | 4%
Cc1cc(C(=O)CN2C(=O)C(=O)N(Cc3ccccc3)C2=O)c(C)n1-c1ccccc1F | -8%

A draw from above in order of SMILES length, ascending.
canonical_smiles | ERK EGF inh
O=C(NCc1csc(-c2cccs2)n1)c1ccccc1 | -11%[57.5 µM]
O=C(NCc1ccc2c(c1)OCO2)C1COc2ccccc2O1 (stereo not drawn) | 5%
Cc1ccc2[nH]c3c(c2c1)CN(C(=O)CN1CCSCC1)CC3 | -7%[57.5 µM]
O=C(c1ccc([N+](=O)[O-])c(CS(=O)(=O)c2ccc(Cl)cc2)c1)N1CCCCC1 | 11%

Next structures.
canonical_smiles | ERK EGF inh
O=[N+]([O-])c1cnc(Sc2ccncn2)s1 | 14µM*
CCOC(=O)C(NC(=O)c1ccccc1)(Nc1nnc(C)s1)C(F)(F)F (stereo not drawn) | 5%
OCCCNCc1ccc(-c2ccccc2)cc1 | -8%
Cc1cccc(NC(=S)N(CCN(C)C)C(C)c2cccnc2)c1 (stereo not drawn) | 0%
Cc1[nH]c2ccc3ncccc3c2c1C | 15%
Cc1ccc(NC(=S)N2CCCN(Cc3ccc(F)cc3)C2)c(C)c1 | 2%
CCCCN(C)CCC(=O)Nc1ccc(OC)cc1OC | -11%
CNC(=O)/C(C#N)=C1/SC(Cc2ccc(F)cc2)C(=O)N1c1ccccc1 (stereo not drawn) | -16%[57.5 µM]
N[C@@H](Cc1ccc(O)cc1)c1nnc([C@H](CCC(=O)O)NC(=O)C2CCNCC2)o1 | 3%[57.5 µM]
CCCCNC(=O)CCn1c(=O)c2ccccc2n(Cc2ccc(Cl)cc2)c1=O | 3%
Cc1nn(-c2cc(C(F)(F)F)ccn2)c(=O)o1 | -14%[57.5 µM]
CN(c1nc2nonc2nc1NC1CC1)C1CCOC1 (stereo not drawn) | -11%
COc1ccc(/C=N\NC(=O)c2cc(O)c(O)c(O)c2)cc1CN1CCN(c2ccc(F)cc2)CC1 | 2%
O=C(c1ccccc1Cl)N(Cc1ccc(Br)cc1)N1C(=O)CCCC1=O | 6%
C=C1CCC(C2CC(=O)OC2=O)C(=O)CCC2C1CC2(C)C (stereo not drawn) | 27%
Cc1ccc(CN2CC(C(=O)Nc3cccc(S(=O)(=O)N4CCCCC4)c3)CC2=O)cc1 (stereo not drawn) | 6%
CCOC(=O)C1=C(N)N2C(=O)C(C)SC2=C(C(=O)OCC)C1c1cc(OC)c(OC)c(OC)c1 (stereo not drawn) | 0%[57.5 µM]
COc1ccccc1OCCNC(=O)/C=C/c1ccc([N+](=O)[O-])cc1 | 7%
CCC(C)N1CCN(S(=O)(=O)c2ccc(NC(C)=O)cc2)CC1 (stereo not drawn) | -4%
CN1CCN(C(=O)CCC(=O)O)CC1 | -2%[57.5 µM]
O=C(COC(=O)COc1ccccc1[N+](=O)[O-])Nc1cccc(Br)c1 | -8%
O=C1NC(=S)CN1c1ccccc1 | -1%[57.5 µM]
Cc1cc(C)c2sc(C)[n+](CCCS(=O)(=O)[O-])c2c1 | 38%
Cc1cc(=O)n2[nH]c(N)c(N=Nc3ccccc3)c2n1 | 6%

Reprinted from the part before: 7 entries; new compounds follow.
canonical_smiles | ERK EGF inh
COc1ccccc1OCCNC(=O)/C=C/c1ccc([N+](=O)[O-])cc1 | 7%
CCC(C)N1CCN(S(=O)(=O)c2ccc(NC(C)=O)cc2)CC1 (stereo not drawn) | -4%
CN1CCN(C(=O)CCC(=O)O)CC1 | -2%[57.5 µM]
O=C(COC(=O)COc1ccccc1[N+](=O)[O-])Nc1cccc(Br)c1 | -8%
O=C1NC(=S)CN1c1ccccc1 | -1%[57.5 µM]
Cc1cc(C)c2sc(C)[n+](CCCS(=O)(=O)[O-])c2c1 | 38%
Cc1cc(=O)n2[nH]c(N)c(N=Nc3ccccc3)c2n1 | 6%
O=C(CNC(=O)c1ccccc1F)OCc1csc(-c2ccccc2)n1 | 13%
CC(C)C(c1nnnn1C(C)(C)C)N1CCC(Cc2ccccc2)CC1 (stereo not drawn) | 10%
Cc1cccc2sc(NC(=O)C3CCN(S(=O)(=O)c4cc([N+](=O)[O-])ccc4Cl)CC3)nc12 | ?
COC(=O)c1cnn(-c2ccc(F)cc2F)c1/C=N/NC(=S)NC(C)(C)C | 7%[57.5 µM]
COc1ccc2c(c1)O/C(=C\c1ccco1)C2=O | -4%[57.5 µM]
Cc1cc(C)cc(C(=O)NCCCc2ccccc2)c1 | -1%
O=C(Nc1ccccc1OC(F)(F)F)c1ccc([N+](=O)[O-])cc1 | -9%
CC12CCC(C(=O)N(CC3CO3)C1=O)C2(C)C (stereo not drawn) | -6%
COc1ncc2nc(-c3cccc(C#N)c3)c(=O)n(CCC#N)c2n1 | 0%
CC12CN3CC(C)(CN(C1)C3c1ccc3c(c1)OCO3)C2O (stereo not drawn) | 9%[57.5 µM]
COc1cccc(OC)c1C(=O)Nn1c(-c2cccs2)nc2ccccc2c1=O | 10%
CN(C(=O)COC(=O)c1cncc(Br)c1)C1CCS(=O)(=O)C1 (stereo not drawn) | 6%
O=C(Nc1nccs1)c1ccc(-c2ccc(F)cc2)o1 | 2%
O=C(c1cc2ccccc2oc1=O)N(c1ccc(Cl)cc1)C1C=CS(=O)(=O)C1 (stereo not drawn) | 7%
Cc1oc(-c2ccccc2)cc1C(N)=O | -7%
N/C(=N\OC(=O)CCC1CCCC1)c1ccccn1 | -7%
COc1cc(NC(=O)CSc2ncnc3scc(-c4ccccc4)c23)c(C(=O)O)cc1OC | 15%
Cc1cc(CSc2ccccc2)ccc1NC(=O)c1ccc(C)c([N+](=O)[O-])c1 | -3%
Cc1ccc(S(=O)(=O)N(C)c2c(C)ccc(S(=O)(=O)N3CCN(C=O)CC3)c2C)cc1 | 3%
Cc1ccc(N/C(N)=N/c2nc(CSc3ccccn3)cc(=O)[nH]2)c(C)c1 | -2%
CCc1ccc(NC(=O)Cc2ccc(-n3cccc3)cc2)cc1 | 10%
CC(C)C(=O)Nc1ccc2nn(-c3ccccc3)nc2c1 | 6%
COc1cccc(/C=N/NC(=O)CNC(=O)c2cccs2)c1O | -4%[57.5 µM]
COc1cccc(CN(C)CC(=O)Nc2c(C)cccc2C(C)C)c1 | -5%
O=C(N/N=C/c1ccc([N+](=O)[O-])o1)c1cn(-c2ccccc2)nc1-c1ccc(F)cc1 | 1%
NC1(C(=O)O)CCCCC1 | 6%
CC(C)(C)NS(=O)(=O)c1ccc(CCC(=O)Nc2ccc3c(c2)OCCO3)cc1 | -3%
Cc1noc(C)c1C(=O)NNc1ccc(C(C)C)cc1 | 3%[57.5 µM]
O=C(N/N=C/c1ccc(O)c([N+](=O)[O-])c1)c1ccncc1 | -2%[57.5 µM]
O=C(Nc1nccs1)c1cccc(N2C(=O)C3C4C=CC(C4)C3C2=O)c1 (stereo not drawn) | 1%
Cc1ccc(-n2ncc(C#N)c2N)cc1 | 3%[57.5 µM]
COc1ccc(OC)c2c1CC(C)(C)NC2=O | 0%
CCOc1ccc(NC(=O)N[C@@H](Cc2ccccc2)C(=O)O)cc1 | -25%[57.5 µM]
O=C(CSc1nccc(=O)[nH]1)N1CCN(c2ccccc2)CC1 | -2%
COc1cc([N+](=O)[O-])ccc1NC(=O)Nc1ccc2c(c1)OCCO2 | ?
CC(c1ccccc1)N(CC(=O)NC1CCCCC1)S(=O)(=O)c1cccc(C(F)(F)F)c1 (stereo not drawn) | 6%
CC(NS(=O)(=O)c1ccc(CCC(=O)NCc2ccco2)cc1)c1ccccc1 (stereo not drawn) | 11%
O=C(CCCN1C(=O)S/C(=C\c2ccccc2)C1=O)NNC(=O)c1ccccc1O | 0%
O=S(=O)(Nc1cc(S(=O)(=O)N2CCOCC2)ccc1N1CCOCC1)c1ccc2c(c1)OCCO2 | 45%
O=C(Nc1ccc(F)cc1F)c1cc2nc3c(c(C(F)(F)F)n2n1)CCCC3 | 2%
CC(C)c1c(O)nc(SCCOc2ccc(Cl)cc2)[nH]c1=O | 0%[57.5 µM]
Cn1cc(C(=O)c2cccc(Cl)c2)cc1C#N | 1%
O=C(Cc1ccc(S(=O)(=O)N2CCOCC2)s1)Nc1ccccc1N1CCOCC1 | 0%
CC(C)COCC(O)CC(Cc1ccccc1)C(=O)NN (stereo not drawn) | 8%
O=C(NNC(=S)Nc1ccc(Cl)cc1Cl)c1ccncc1 | 4%
CC(=O)Nc1cccc(-c2nn[nH]n2)c1 | -8%[57.5 µM]
Cc1cc(NC(=O)Nc2ccc(Cl)cc2)n(-c2ccccc2)n1 | 3%[57.5 µM]
CCCCC(c1nnnn1CS(=O)(=O)c1ccc(C)cc1)N1CCN(C)CC1 (stereo not drawn) | 46%

(cont.)
SMILES	ERK EGF inh
Cc1cc(C(F)(F)F)nc(CCNCc2c(C(=O)N3CCCC3)nc3ccccn23)n1	-6%
CCn1nc(C)c(CNC(=O)CCc2nnc(-c3ccc(C(C)=O)s3)o2)c1C	-2%
CCC(Sc1nc(C)cc(C)n1)C(=O)Nc1cc(C)on1 (stereo not drawn)	2%
CC1=NN(c2ccccc2)C(=O)/C1=C\c1sccc1C	?
CC(C)CNC(=O)CN(c1cccc(Cl)c1)S(C)(=O)=O	1%
COc1ccc(CCNC(=O)c2cc(-c3ccncc3)nc3c(Cl)cccc23)cc1OC	-5%
CCN(CC)c1ccc(C(=O)N/N=C/c2ccc(N3CCOCC3)cc2)cc1	-2%
Cc1ccccc1CSc1nnc(-c2ccccc2)c(=O)[nH]1	?
CC1CC(C)(C)N2C(=O)C(=C(C#N)C#N)c3cccc1c32 (stereo not drawn)	7%[57.5 µM]
CC(C)(C)NC(=O)CN(Cc1cccs1)C(=O)CN1C(=O)C(=O)c2ccccc21	8%
CCOC(=O)C1CCN(C(=O)c2cc3cc(Br)ccc3oc2=O)CC1	-10%
CC1=C(C(=O)OCc2ccccc2)C(/C=C/c2ccccc2)NC(=S)N1 (stereo not drawn)	6%
CCOc1cc(C(=O)NCc2ccc(C)cc2)ccc1OCC(=O)N1CCOCC1	2%
CC(C)NC(=S)N/N=C/c1ccc(C(C)(C)C)cc1	-5%
N#CC(C#N)=C1NC2(CCCCC2)Cc2ccccc21	-24%[57.5 µM]
CC(=O)Nc1ccc(NC(=O)CSc2ccc([N+](=O)[O-])cn2)cc1	-1%[57.5 µM]
CC(=O)c1ccc(C(=O)Nc2nnc(-c3ccc(Cl)cc3)o2)cc1	1%[57.5 µM]
COc1cc(/C=C2/C(=O)N(c3ccc([N+](=O)[O-])cc3)N=C2N2CCOCC2)ccc1O	-23%[57.5 µM]
C/C(=N\NC(=O)c1ccc(NS(=O)(=O)c2cccs2)cc1)c1ccc2c(c1)OCO2	5%
O=C1CC(c2ccsc2)Sc2ccccc2N1 (stereo not drawn)	0%[57.5 µM]
N/C(=N\OC(=O)COc1cc(Cl)c(Cl)cc1Cl)c1ccccn1	-2%
COC(=O)C1OC(=O)C2O[C@@]23[C@]2(C)C(OC(C)=O)CC4C(C)(C)C(=O)CC[C@]4(C)C2CC[C@@]13C (stereo partly drawn)	12%
O=C(/C=C/c1ccccc1)OCc1cnc(Cl)s1	-19%
O=C(/C=C/c1cccc(F)c1)N1CCN(c2ccccn2)CC1	38%[57.5 µM]
Cc1ccc(S(=O)(=O)Nc2ncc(C(F)(F)F)cc2Cl)cc1	-1%
COC(=O)C(C)(C)ONC(=O)Nc1ccccc1	0%
COc1ccccc1NC(=O)c1cc2ccccc2o1	10%
CN(C)S(=O)(=O)c1ccc(N2C(=O)CC2(/C=C/c2ccccc2)C(=O)NC2CCCC2)cc1 (stereo not drawn)	-2%
CC1=NN(C(=O)CCc2ccc3c(c2)OCO3)C(O)(C(F)(F)F)C1 (stereo not drawn)	-12%
CSCCC1NC(=O)N(CC(=O)Nc2ccc(Br)cc2Br)C1=O (stereo not drawn)	?
CC(C)OC(=O)c1cccc(NC(=O)CSc2nnc(N)s2)c1	-2%
CCCCCCCC/C=C\CCCCCCCC(=O)NCC(=O)O	7%
CCCOc1ccc(N2CC(C(=O)Nc3ccccc3C(=O)NC)CC2=O)cc1 (stereo not drawn)	3%
O=C(CCCc1ccccc1)Nc1nnc(C(F)(F)F)s1	-2%
CCN1CCN(C(=O)C(C)Nc2cc(Cl)c(OC)cc2OC)CC1 (stereo not drawn)	-2%
O=C(O)c1cccnc1SC1CC(=O)N(c2cccc3ccccc23)C1=O (stereo not drawn)	10%
Fc1ccccc1NC(=S)N(CCCN1CCOCC1)Cc1cccnc1	-1%
O=C(NCCCN1CCOCC1)c1ccccc1NS(=O)(=O)c1ccc(F)cc1	-4%
Cc1ccc(-n2nc(C)c(=O)c(-c3ccccc3)c2NC(=O)c2cccs2)cc1	8%[57.5 µM]

Assay outcomes as filed in PubChem BioAssay.
